# Compound activity: PubChem BioAssay, several laboratories
# Rin1 Abl inh: human Rin1-Abl interaction inhibition; P00519+Q13671; TR-FRET Rin1/Abl binding, biochemical; inhibition, % at 7.35 µM; actives 0.4% (n = 360,000); AID 588664; in the data active = inhibition above about 5%, passing the limit was not always enough
# eLon inh: inhibits E. coli Lon protease; P0A9M0; purified E. coli Lon protease, fluorescence polarization; inhibition, % at 7.94 µM; actives 0.42% (n = 360,000); AID 602123; in the data active = inhibition above about 13%, passing the limit was not always enough;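 also: 0% = enzyme with probe and DMSO and 100% = no enzyme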
# CSN inh: blocks human CSN-mediated cullin deneddylation | actives 0.38% (n = 360,000) | Q92905 | Purified CSN, SCF-Nedd8-OG deneddylation, fluorescence polarization | inhibition, % at 12.5 µM | AID 651999;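 active = pattern-corrected inhibition above about 35%, with an unprinted fluorescence ratio check between 0.5 and 1.5, limit read from the data, passing the limit was not always enough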;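 also: 0% = enzyme with substrate and 100% = substrate without enzyme; some results filed as inactive read as strong as hits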
#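 Test system: Human Csn5 produced in HEK293T cells | Compound: 12.5 µM single point | Times: 90 min, room temperature | Signal: Fluorescence polarization readout | Read-out basis: % inhibition of substrate cleavage by Csn5 | Controls: no-enzyme wells high, enzyme-with-substrate wells low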
# FAS TE block: blocks the thioesterase domain of human fatty acid synthase. P49327. recombinant FAS-TE, OMFH fluorogenic substrate, fluorescence endpoint. inhibition, % at 15 µM. actives 0.67% (n = 360,000);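 active = compounds whose normalised, plate-corrected inhibition of enzyme fluorescence in the single-dose primary screen is 50% or more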;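 also: 0% = DMSO with enzyme and 100% = substrate without enzyme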
# bovine MsrA act: activators of bovine methionine sulfoxide reductase A. purified bovine MsrA, absorbance read-out. activation, % at 10.6 µM. actives 0.3% (n = 360,000); in the data active = activation above about 7.5%;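 also: 0% = vehicle and 100% = reference activator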
# MT1-MMP act inh: blocks activation of human MT1-MMP; HT1080 RFP-PRO-GFP cells, GFP/RFP ratio fluorescence, overnight; percent of plate control window, DMSO zero; GFP/RFP ratio change, % at 20 µM; P50281; actives 0.061% (n = 360,000);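 active = GFP/RFP ratio change of at least 30% with cell ATP level not reduced by more than half and red fluorescence within 50% of control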; also: strong numbers were not always called active
#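 Assay system: RFP-PRO-GFP reporter HT1080 cells; read-out basis: GFP/RFP fluorescence ratio; benchmarks: DMSO wells and RFP-L50D-GFP cells; doses: 20 µM single dose, 1% DMSO; schedule: overnight cell settling, then overnight compound exposure, 37 °C, 5% CO2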
# Rpn11 inh: Rpn11 (human) deubiquitinase inhibition; O00487; human 26S proteasome, Ub4-pepOG fluorescence polarization; 20S core pre-blocked with epoxomicin; calls only at 20 µM; actives 0.59% (n = 360,000);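 active = inhibition at 20 µM, scaled to each plate's controls, above about 33%, limit read from the data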
# PABP1 MLLE inh: blocks PAM2 peptide binding to the PABP1 MLLE domain | P11940 | GST-MLLE / FITC-PAM2 fluorescence polarization | inhibition, % at 20 µM | actives 0.36% (n = 360,000) | AID 588489; in the data active = inhibition above about 35%, passing the limit was not always enough;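 also: plate controls were DMSO wells with GST-MLLE for no effect and wells lacking GST-MLLE protein for full effect; some results filed as inactive read as strong as hits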
# MsrA inhibitor: bovine MsrA inhibition; purified bovine MsrA, absorbance read-out; inhibition, % at 15.5 µM; actives 0.75% (n = 360,000); in the data active = inhibition above about 4.5%;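 also: 0% = vehicle wells with enzyme and 100% = reference inhibitor wells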
# The depositor's hits bear a star; i = inactive; nt = no result given.
mol	Rin1 Abl inh	eLon inh	CSN inh	FAS TE block	bovine MsrA act	MT1-MMP act inh	Rpn11 inh	PABP1 MLLE inh	MsrA inhibitor
CCOc1ccccc1CNC(=O)c1ccc(NC(=O)C2=C(C)OCCS2)cc1	-2.0	-4.8	1.6	3.3	6.6	-0.8	i	0.4	0.3
Cc1cnc(CN2CCc3c([nH]c4ccccc34)C2CC(C)C)[nH]1 (centres undefined)	2.4	-3.0	2.9	-3.4	-0.1	-9.2	i	-38.3	3.1
Cc1cc(C)c(C#N)c(SCc2ccc(F)cc2)n1	6.9	-2.3	3.6	24.7	-2.1	2.1	i	-7.6	1.7
CCC(=O)NC(c1cccs1)c1cc(Cl)c2ccccc2c1O (centres undefined)	2.9	5.8	-0.4	10.0	-1.2	-19.1	i	-2.8	0.5
O=C1CS/C(=N/N=C/c2ccc(OS(=O)(=O)c3ccccc3)cc2)N1	-3.3	6.6	4.7	16.4	-2.0	-1.5	i	0.3	3.0
COc1ccc(CCNC(=O)C2CC(=O)N(c3ccc(Br)cc3)C2)cc1OC (centres undefined)	3.2	-7.8	0.1	3.8	-3.4	0.5	i	-2.6	2.2
COc1ccc([N+](=O)[O-])cc1-n1cccc1	1.4	-13.5	-15.9	0.3	-9.7	2.9	i	-12.3	0.9
O=C(c1cc(-c2ccncc2)nc2ccccc12)N1CCN(S(=O)(=O)/C=C/c2ccccc2)CC1	-1.3	11.3	-0.4	8.4	1.6	-1.4	i	5.3	-0.1
O=C1c2ccccc2S(=O)(=O)N1Cc1nnc(-c2ccccc2Br)o1	-1.6	9.2	6.8	11.5	-16.0	0.3	i	-21.5	-1.4
c1ccc2c(c1)CCCn1nnnc1-2	1.8	5.1	4.2	-6.7	-5.6	-2.5	i	-3.2	0.9
O=C(COC(=O)/C=C/c1ccccc1)NCCc1ccc(F)cc1	0.6	-0.7	-0.4	2.1	-0.1	4.3	i	-7.6	-0.7
CC(C)c1nnc(NC(=O)C2CCCN2C(=O)Nc2ccccc2F)s1 (centres undefined)	0.4	3.1	1.6	-3.0	-1.4	1.0	i	0.9	-0.6
CCOc1cc(NC(=O)c2cccs2)c(OCC)cc1NC(=O)c1ccco1	-0.7	2.7	6.2	-0.3	0.0	4.0	i	-8.9	0.9
O=C(Nc1ccc(Cl)c(Cl)c1)C1C2C=CC3(O2)C1C(=O)N(CCN1CCCCC1)C3C(=O)NC1CCCCC1 (centres undefined)	2.8	-10.0	1.5	0.5	-0.6	3.5	i	8.1	2.0
COC(=O)C1CCN(C(=O)COC(=O)c2cc(S(=O)(=O)N3CCOCC3)ccc2C)CC1	-0.9	-17.1	7.7	-5.6	-0.2	-1.4	i	5.7	-0.8
CC1Cc2ccccc2N1C(=O)c1ccnc(C(C)(C)C)c1 (centres undefined)	1.4	-5.5	-0.8	-2.6	-1.4	-5.4	i	-10.3	0.6
Cc1ccc2nc(-c3ccc(NC(=O)CN4CCN(C(=O)c5ccco5)CC4)cc3)sc2c1	2.8	-15.5	3.2	6.8	-7.6	0.5	i	10.4	1.7
O=C(Nc1ccc(O)cc1)c1cc2ccccc2c(=O)s1	-9.5	3.5	-3.9	5.4	1.1	-11.7	i	11.1	4.7*
Cc1ccc(O)c(NC(=O)c2cc(-c3ccccc3)on2)c1	-3.3	-4.8	2.5	-2.6	-2.4	1.4	i	3.1	0.5
CCCC(=O)Nc1nnc(SCC(=O)Nc2ccc3c(c2)OCO3)s1	-1.0	13.5	-0.4	-2.8	-8.2	-2.6	i	22.4	-0.9
Cc1cc(-n2cc(Br)c(=O)[nH]c2=O)nc(-c2ccccc2)n1	0.1	2.9	2.4	0.5	-5.5	-2.7	i	-10.6	1.8
CCOc1cc2c(cc1OC)C(NC(=O)C(F)(F)F)CC2=O (centres undefined)	-2.6	-6.8	-0.2	-5.3	-2.1	-12.7	i	-11.0	1.4
CC(=O)C1=C(O)C(=O)N(c2ccc(Br)cc2)C1c1cccc([N+](=O)[O-])c1 (centres undefined)	-1.6	-12.7	-0.6	-1.8	-3.5	0.6	i	-8.7	1.4
CCCNC(=O)c1cc2c(c(-c3cccc(-c4ccccc4F)c3)n1)[C@H](CCO)N(C(=O)CC1CC1)C2	nt	-1.4	-4.9	7.1	-2.0	-2.3	nt	nt	1.7
CCNC(=O)C1(C)CCCN1Cc1c(F)cccc1F (centres undefined)	3.6	-13.8	1.3	-8.0	-1.9	-1.0	i	1.7	-0.1

# Looked up by structure from the list above (3):
mol	Rin1 Abl inh	eLon inh	CSN inh	FAS TE block	bovine MsrA act	MT1-MMP act inh	Rpn11 inh	PABP1 MLLE inh	MsrA inhibitor
CCCNC(=O)c1cc2c(c(-c3cccc(-c4ccccc4F)c3)n1)[C@H](CCO)N(C(=O)CC1CC1)C2	nt	-1.4	-4.9	7.1	-2.0	-2.3	nt	nt	1.7
Cc1cnc(CN2CCc3c([nH]c4ccccc34)C2CC(C)C)[nH]1 (centres undefined)	2.4	-3.0	2.9	-3.4	-0.1	-9.2	i	-38.3	3.1
CC(C)c1nnc(NC(=O)C2CCCN2C(=O)Nc2ccccc2F)s1 (centres undefined)	0.4	3.1	1.6	-3.0	-1.4	1.0	i	0.9	-0.6

# The results go on:
mol	Rin1 Abl inh	eLon inh	CSN inh	FAS TE block	bovine MsrA act	MT1-MMP act inh	Rpn11 inh	PABP1 MLLE inh	MsrA inhibitor
COc1cc(/C=N\Nc2nc3ccccc3[nH]2)cc(OC)c1OC	0.2	0.7	3.2	-12.3	-8.0	9.5	i	-64.3	4.5
CN(C)c1ccc(-c2n(C)c3ccccc3[n+]2C)cc1	-2.0	-1.2	1.2	-9.5	-10.9	4.1	i	-7.7	4.6*
Cc1nc(SCC(=O)Nc2ccnc3ccccc23)n[nH]1	-1.9	-6.5	-1.3	-10.6	1.6	-3.8	i	-3.2	1.1
O=C(Nc1ccc2c(c1)C(=O)OC2)c1ccc(C(F)(F)F)cc1	-0.8	1.9	-1.7	1.9	-2.9	3.4	i	-5.0	0.8
CCC(=O)Nc1nnc(SCC(=O)NCc2ccc3c(c2)OCO3)s1	-0.9	-1.2	2.8	-9.2	-6.7	1.5	i	1.3	-0.1
O=C(c1ccc(-c2ccccc2)cc1)N1CCN(c2nc3ccccc3o2)CC1	0.1	-5.0	-2.7	-1.1	-9.9	-2.1	i	-0.9	0.4
C=CCNc1nc(C(=O)OCC(=O)Nc2cc(S(C)(=O)=O)ccc2Cl)cs1	3.3	1.8	-4.8	-6.2	0.0	-4.1	i	-26.0	-0.1
CN(C)/N=C/c1ccc(P(c2ccc(/C=N/N(C)C)o2)c2ccc(/C=N/N(C)C)o2)o1	-0.2	10.1	0.6	19.9	-6.5	-0.3	i	17.9	5.4*
Oc1cc2c(cc1CN1CCN(c3cccc(C(F)(F)F)c3)CC1)CCC2	1.0	7.6	2.4	16.9	-5.1	-8.0	i	4.1	2.3
CC(Sc1ccccc1)C(=O)N1CCN(S(=O)(=O)c2ccccc2C(F)(F)F)CC1 (centres undefined)	1.3	-7.0	-1.8	11.7	-1.3	-3.5	i	7.7	1.8
CCOC(=O)N1CCN(S(=O)(=O)c2ccc(OCC(=O)OC)c(C)c2)CC1	0.7	8.2	6.1	-4.9	1.7	3.8	i	6.1	0.8
Cc1nnsc1S(=O)c1ccccc1Cl (centres undefined)	2.1	4.5	5.2	-2.3	-4.5	2.7	i	13.3	-0.9
COc1ccc(Cc2nnc(SCC(=O)Nc3cc(Cl)ccc3C)[nH]c2=O)cc1	-0.3	-2.9	10.9	-2.0	-4.2	3.0	i	13.0	-0.2
COc1ccc(-c2c(=O)n(OCc3nc4ccccc4[nH]3)c3ccccc3[n+]2[O-])cc1	-4.9	-8.4	4.3	0.5	-1.8	-8.0	i	1.8	0.4
O=C(Nc1cccc(O)c1)c1ccccc1[N+](=O)[O-]	4.7	-2.4	0.9	-5.1	0.5	-0.1	i	-1.2	0.3
O=C(CNC(=O)c1ccc(Cl)cc1Cl)OCCCn1c(=O)[nH]c2ccccc21	0.5	1.5	2.5	1.2	-4.5	3.0	i	21.2	0.3
Cc1ccsc1C(=O)NCCc1ccc(S(N)(=O)=O)cc1	-2.7	-0.2	-2.2	-6.8	-0.9	-0.4	i	1.3	-0.3
COc1cccc(CNC(=O)CCC2CCCN(Cc3ccc4c(c3)CCO4)C2)c1 (centres undefined)	-2.0	-12.7	-1.9	-3.1	-8.6	-5.4	i	9.3	-0.8
COc1ccc(CCNC(=O)CCn2c(=O)oc3ccccc32)cc1OC	-0.3	-5.8	-2.7	-4.9	-7.0	2.3	i	5.6	-0.7
C[C@H](CO)N1C[C@H](C)[C@@H](CN(C)S(=O)(=O)c2ccccc2)OCc2cnnn2CCCC1=O	2.4	6.7	-3.7	-5.9	1.2	0.1	i	-3.7	-0.4
CCN(C(=O)c1ccccc1)c1ccc([N+](=O)[O-])cc1	3.2	-5.2	1.9	-2.9	-1.9	6.1	i	-1.5	0.5
CCN(CC)C(=O)[C@H]1C[C@H](CC(=O)NCCCn2ccnc2)C(=O)N2CCc3c([nH]c4ccc(Cl)cc34)[C@]12C	-2.8	-4.2	0.9	-9.5	4.4	4.3	i	-0.5	-0.2
Cc1ccccc1NC(=O)CN(C)S(=O)(=O)c1ccc(-c2ccc(=O)[nH]n2)s1	-6.6	-5.7	-1.8	-1.7	-1.6	-3.2	i	1.1	0.4
CC(=O)N1CCc2cc(S(=O)(=O)NC(CC(C)C)C(=O)N3CCc4ccccc4C3)ccc21 (centres undefined)	4.3	9.7	-2.7	-7.1	-2.9	-6.1	i	-1.2	1.8
O=C(NCc1ccccn1)C(=O)Nc1nc(-c2ccccc2)cs1	-5.0	-0.7	0.7	6.8	-6.1	4.3	i	0.0	0.3
Cc1c(C(=O)N2CCCCC2)oc2ccc(S(=O)(=O)N3CC(C)CC(C)C3)cc12 (centres undefined)	-0.4	11.3	0.8	17.4	-1.3	-18.7	i	-0.9	nt
Cc1cc(NC(=O)CC2Oc3ccccc3NC2=O)ccc1Br (centres undefined)	0.2	11.8	-3.4	5.1	-2.6	4.3	i	0.1	-1.1
O=C1CCc2cc(NS(=O)(=O)c3ccc(Br)cc3)cc3c2N1CC3	-1.2	1.1	-2.8	-6.0	0.7	3.1	i	-5.6	0.4
Cc1c(C(=O)Nc2ccccn2)oc2ccc(Br)cc12	-2.2	-2.2	3.6	1.6	-0.3	-5.0	i	-8.6	1.3
CC1=C(C(=O)Nc2ccc(C)cc2C)C(c2ccc([N+](=O)[O-])cc2)n2ncnc2N1 (centres undefined)	-0.2	0.0	3.5	22.7	2.1	-7.0	i	-4.2	1.0
C[C@@H]1CN([C@@H](C)CO)C(=O)CCCn2nncc2CO[C@H]1CN(C)Cc1ccncc1	-1.7	-3.8	-2.9	-8.4	0.1	-1.8	i	5.8	-0.4
Cc1oc2ccc(O)c(CN3CCOCC3)c2c1C(C)O (centres undefined)	0.1	-4.1	-1.1	-9.2	-2.9	0.1	i	17.2	-0.1
Brc1c(-c2ccc3c(c2)OCO3)nc2ncccn12	-1.4	0.6	-3.1	1.3	-3.1	-1.9	i	11.4	1.2
CCCCn1c(=N)n(CC(O)c2ccccc2)c2ccccc21 (centres undefined)	-2.7	-1.3	-4.8	-6.8	-0.8	-4.4	i	6.7	-1.6

# No enrichment for hits (roughly 3.7% active in at least one column).
